Assay outcomes as filed in PubChem.
Lipid storage S3: qHTS Assay for Lipid Storage Modulators in Drosophila S3 Cells | AID 2685, 2010 | Potency in µM for hits, for the others lipid storage change, negative = inhibition, % at the top dose, mostly 46.1 µM | 320,000 compounds, 0.64% hits | Drosophila S3 cells, BODIPY lipid droplet fluorescence, 18-24 h; cells fed with added oleic acid; active means well fitted inhibition curve with a large enough effect in the signal ratio, with a control signal flat, not every such curve was filed as active; inconclusive means small, poorly fitted or top-dose-only effect, or effect the other way, or a change in a side signal; the % refers to the signal ratio
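Laser-scanning cytometry quantifies lipid droplet accumulation (500–530 nm total intensity; droplet/cell object ratio) in oleic acid-fed (400 uM added) Drosophila S3 cells treated with a concentration series. 20 uM Triacsin C defined 100% inhibition.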
Lipid storage S3 cell count max: also measured in Lipid storage S3; calls as there; cell number change, %; measured here: cell count max response;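 cells counted by Cell Tracker Red CMTPX staining in the red channel; peak over a dose series mostly up to 46.1 µM; percent activity relative to internal control wells on each plate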
* hit, by the source's call; i = inactive; u = inconclusive; x = no result given; [ ] = another dose, or the depositor's remark. On the % scale 0 is the no-effect control and ±100 the full control effect; potency means the concentration at half of the fitted maximal effect. A portion of the library. The share of hits here may be higher or lower than overall.

SMILES	Lipid storage S3	Lipid storage S3 cell count max
O=S(=O)(c1ccccc1)C1CON(Cc2ccccc2)C1c1ccccc1 (stereo unspecified)	u	x
Cc1ccn2cc(C(=O)NC3CCN(Cc4ccccc4)CC3)nc2c1	7%	2
N#Cc1ccc2nc3c(nc2c1)CCCC3	7%	4
O=C1CCCN1CCCNS(=O)(=O)c1ccc(F)cc1F	u	x
COc1ccc(CCN2C(=S)N(C)C(=O)C2CC(=O)Nc2ccc(F)cc2)cc1 (stereo unspecified)	u	x
COCCNC(=O)C(c1cccs1)N(C(=O)Cn1nnc2ccccc21)c1ccc(OC)cc1 (stereo unspecified)	4%	1
COC(C[C@@H]1O[C@@H]1[C@H](O)[C@H](C)OCc1ccccc1)OC	-1%	17
COc1ccc(NC(=O)CNC(=O)c2nn(-c3ccc(OC)c(OC)c3)c(=O)c3ccccc23)c(OC)c1	u	x
CCOc1ccc(OCC)c(NC(=O)CCSCCc2ccccn2)c1	7%	8
CN(C)c1nc(N)c([N+](=O)[O-])c(NCCO)n1	21%	21
COc1ccccc1N1CCN(C(=O)C2CCCN(S(=O)(=O)c3ccc4c(c3)CCCN4C(C)=O)C2)CC1 (stereo unspecified)	u	x
COc1ccc(C(=O)NC2CC2)cc1OC1CCN(Cc2ccc(F)c(F)c2)CC1	i	-9
CN1C(=O)Cc2cc(S(=O)(=O)N3CCN(c4ccccc4F)CC3)ccc21	u	x
COC(=O)c1ccnc(/C=N/O)c1	10%	-1
COc1ccc(C(=O)C(CN2CCCC2)c2ccccc2)cc1 (stereo unspecified)	u	x
COc1ccc(NC(=O)CN(C)CC(=O)Nc2cccc(C(F)(F)F)c2)cc1	u	x
O=S(=O)(NCc1ccccc1F)c1cccc(S(=O)(=O)N2CCOCC2)c1	2%	9
COc1ccc(S(=O)(=O)NC(C)C(=O)Nc2cccc(C(C)=O)c2)cc1 (stereo unspecified)	u	x
Cc1ccc(CN2CC(C(=O)NNC(=O)Cn3ccc(C(F)(F)F)n3)CC2=O)cc1 (stereo unspecified)	1%	3
Nn1c(COc2ccc(Cl)cc2)n[nH]c1=S	-2%	-1
Cc1cc(NC(=O)c2ccc(C#N)cc2)n(-c2ccccc2)n1	19%	7
N#CCCN(C(=O)CSc1nc2nc(-c3cccs3)cc(C(F)(F)F)c2c(=O)[nH]1)c1ccccc1	-13%	4
CCOC(=O)C(NC(=O)Nc1ncccn1)(Oc1ccccc1)C(F)(F)F (stereo unspecified)	u	x
O=C(/C=C/c1ccco1)NC1CCCC1	u	x
Cc1ccccc1C1=N/C(=C/c2cccnc2)C(=O)O1	-17%	-10
COc1ccccc1/C=N/NC(=O)c1ccccc1NS(=O)(=O)c1ccc(C)cc1	u	x
COc1ccccc1NC(=O)Cn1c(=O)n(CCc2c[nH]c3ccccc23)c(=O)c2cccnc21	u	x
COC(=O)c1ccc(/C=N/NC(=O)c2cccc(F)c2)cc1	i	x
O=C(Nc1ccccc1N1CCOCC1)C1CCN(S(=O)(=O)c2ccc(Cl)cc2)CC1	-13%	-7
O=C(c1cn(-c2ccccc2)nc1-c1cccnc1)N1CCN(S(=O)(=O)c2cccc(F)c2)CC1	-21%	-18

In a second layout: results already given.
Lipid storage S3	Lipid storage S3 cell count max	SMILES
u	x	COc1ccc(C(=O)C(CN2CCCC2)c2ccccc2)cc1 (stereo unspecified)
u	x	COc1ccc(NC(=O)CN(C)CC(=O)Nc2cccc(C(F)(F)F)c2)cc1
2%	9	O=S(=O)(NCc1ccccc1F)c1cccc(S(=O)(=O)N2CCOCC2)c1
u	x	COc1ccc(S(=O)(=O)NC(C)C(=O)Nc2cccc(C(C)=O)c2)cc1 (stereo unspecified)
1%	3	Cc1ccc(CN2CC(C(=O)NNC(=O)Cn3ccc(C(F)(F)F)n3)CC2=O)cc1 (stereo unspecified)
-2%	-1	Nn1c(COc2ccc(Cl)cc2)n[nH]c1=S
19%	7	Cc1cc(NC(=O)c2ccc(C#N)cc2)n(-c2ccccc2)n1
-13%	4	N#CCCN(C(=O)CSc1nc2nc(-c3cccs3)cc(C(F)(F)F)c2c(=O)[nH]1)c1ccccc1
u	x	CCOC(=O)C(NC(=O)Nc1ncccn1)(Oc1ccccc1)C(F)(F)F (stereo unspecified)
u	x	O=C(/C=C/c1ccco1)NC1CCCC1
-17%	-10	Cc1ccccc1C1=N/C(=C/c2cccnc2)C(=O)O1
u	x	COc1ccccc1/C=N/NC(=O)c1ccccc1NS(=O)(=O)c1ccc(C)cc1
u	x	COc1ccccc1NC(=O)Cn1c(=O)n(CCc2c[nH]c3ccccc23)c(=O)c2cccnc21
i	x	COC(=O)c1ccc(/C=N/NC(=O)c2cccc(F)c2)cc1
-13%	-7	O=C(Nc1ccccc1N1CCOCC1)C1CCN(S(=O)(=O)c2ccc(Cl)cc2)CC1
-21%	-18	O=C(c1cn(-c2ccccc2)nc1-c1cccnc1)N1CCN(S(=O)(=O)c2cccc(F)c2)CC1

(listing goes on)
SMILES	Lipid storage S3	Lipid storage S3 cell count max
CS(=O)(=O)N1CCN(c2ccc(NC(=S)NC(=O)c3ccc4c(c3)OCO4)cc2)CC1	u	x
NS(=O)(=O)c1ccc(CCNC(=O)/C=C/c2ccccc2[N+](=O)[O-])cc1	0%	18
CCn1nc(C)c(CN2CCN(Cc3ccsc3)C(CCO)C2)c1C (stereo unspecified)	u	x
Cc1ccc(Cl)cc1-c1ccc(C=Nc2ccc(N3CCOCC3)cc2)o1	u	x
CCc1nnc(NC(=O)c2cc(S(=O)(=O)N3CCCCC3)ccc2C)s1	u	x
O=C1CCN(CCCc2ccccc2)CCN1CCO	i	-5
CCC/C(=N/NC(=O)c1cccc(Cl)c1)c1ccccc1	13%	6
O=C(CNC(=O)c1cccs1)NCCN1CCN(Cc2ccccc2)CC1	u	x
Cc1ccc(S(=O)(=O)N2CCOCC2)cc1C(=O)OCC(=O)c1ccc(Br)cc1	10%	-7
CCN(CC(=O)NC(=O)NC1CCCCC1)Cc1nc2ccccc2c(=O)[nH]1	u	x
COCCCn1c(SCc2nc3ccccc3c(=O)[nH]2)nc2ccccc2c1=O	u	x
COc1cccc(/C=N/n2c(-c3ccco3)nc3ccccc3c2=O)c1OC	u	x
COc1cc(C(=O)NCC(=O)N/N=C(/C)c2ccc3c(c2)CCCC3)cc(OC)c1OC	17%[9.22 µM]	16
CCN(CC)CCN1C(=O)C(=O)/C(=C(/O)c2ccc(Cl)cc2)C1c1ccncc1 (stereo unspecified)	7%	10
CSc1ccc(NC(=O)NCc2ccccc2)cc1	3%	10
O=C(O)C1CCCN1S(=O)(=O)c1ccc2c(c1)CCC2 (stereo unspecified)	u	x
Cc1[nH]c2ccccc2c1SCC(=O)N1CCN(c2ccccc2)CC1	u	x
COC(=O)CCC(=O)Nc1nccs1	-17%	6
CC(C(=O)NC1CCCC1)N(c1ccc(Oc2ccccc2)cc1)S(C)(=O)=O (stereo unspecified)	15%	11
COc1ccc(NC(=O)Nc2ccon2)cc1OC	11%	8
CCCCn1c(-c2nn(C)cc2Cl)n[nH]c1=S	-6%	-16
CCc1ccc(S(=O)(=O)Nc2cc3c(cc2N2CCOCC2)n(C)c(=O)c(=O)n3C)cc1	u	x
COc1ccc(NC(=O)c2cccc(N3C(=O)C4C5CCC(C5)C4C3=O)c2)cc1 (stereo unspecified)	u	x
O=C(Cn1c(=O)c2c(ncn2Cc2ccccc2)n(Cc2ccccc2)c1=O)N1CCc2ccccc21	u	x
Cc1nn(C)c(NC(=O)c2ccc([N+](=O)[O-])cc2)c1Cl	u	x
Cc1cc(C)cc(C(=O)N(CCc2ccccc2)C2=CC3CCC(C2)N3C)c1 (stereo unspecified)	6%	15
Cc1cc2c(cc1S(N)(=O)=O)S(=O)(=O)CCC2	-22%	-8
Cc1n[nH]c(=S)n1/N=C/c1ccc(OCc2ccc(Cl)cc2)cc1	u	x
COc1ccc(-c2noc(=O)[nH]2)cc1	6%	2
CNC(=O)CSc1nc2cccnc2n1C1CCCCC1	u	x
Cc1cc(=O)oc2c(C)c(OCC(=O)NC3CC(C)(C)NC(C)(C)C3)ccc12	19%	117
O=[N+]([O-])c1ccc2nc(-c3ccc(OC(F)F)cc3)cn2c1	-8%	6
CCCc1cc(=O)oc2cc(C)cc(OCC(=O)NC3CC3)c12	-12%	9
O=C(c1ccc2c(c1)[nH]c(=S)n1c3ccccc3nc21)N1CCN(c2ncccn2)CC1	i	x
Nc1ccc(S(=O)(=O)N2CCCC2)cc1	-1%	22
O=C(O)CSCc1cnn(-c2ccccc2)c1-n1cccc1	u	x
COc1ccc(C2CC(=O)c3cc(OC)c(OC)cc32)cc1OC (stereo unspecified)	u	x
CCc1ccc(CN(C)C(=O)C2CCC(=O)N(CCc3ccc(OC)cc3)C2)nc1 (stereo unspecified)	i	16
COc1ccc(-c2nnc3n2N=C(c2ccccc2)CS3)cc1OC	u	x
O=C(Nc1nc2c(F)cccc2s1)c1ccc([N+](=O)[O-])o1	u	x
CC(=O)c1ccc(NC(=O)C(C)Sc2nnc(C3CCCCC3)o2)cc1 (stereo unspecified)	u	x
CC(Sc1nnc(-c2ccco2)n1C)C(=O)Nc1ccc(N2CCOCC2)cc1 (stereo unspecified)	u	x
Cc1oc2c(c(C)cc3oc(=O)c(CC(=O)NCCC(=O)O)c(C)c32)c1C	5%	x
COc1ccc2c(c1)CCN=C2Cc1ccc(OC)c(OC)c1	u	x
C#CCOCCOCCOCCNc1nc(N2CCN(C(=O)[C@H]([C@@H](C)CC)n3cc([C@@H](N)CO)nn3)CC2)nc(N2CCN(C(=O)[C@H](Cc3cc4ccccc4[nH]3)n3cc([C@@H](N)C(C)CC)nn3)CC2)n1 (stereo partly specified)	-11%	-13
Cc1cc(C)c(NS(=O)(=O)c2ccc3c(c2)n(C)c(=O)n3C)c(C)c1	-5%	-9
CC(C)(C)NC(=O)CSc1nc(Cc2ccccc2)nc2ccccc12	u	x
CC1CC(C)CN(C(=O)COC(=O)c2cc([N+](=O)[O-])ccc2N2CCOCC2)C1 (stereo unspecified)	u	x
COc1ccc(C(C(=O)NC2CCCCC2)N(C(=O)Cc2c[nH]c3ccccc23)c2ccc(NC(C)=O)cc2)cc1OC (stereo unspecified)	u	x
Cn1c(=O)c2c(C(=O)O)cc(-c3ccccc3)nc2n(Cc2ccccc2)c1=O	3%	29
COc1ccc(C(=O)c2nc3c(n2O)CCCCC3)cc1	u	x
Cc1ccc(NC(=O)c2csc(-c3ccccc3)c2C)cc1	u	x
CC1CCCCN1CC(=O)Nc1sccc1C#N (stereo unspecified)	u	x
O=C(CN1C(=O)S/C(=C\c2ccccc2Cl)C1=O)NC1C=CS(=O)(=O)C1 (stereo unspecified)	i	21
Cc1ccc(C23CC4CC(CC(C(=O)NC(C)C(=O)O)(C4)C2)C3)cc1 (stereo unspecified)	-1%	-1
COc1cccc(NC(=O)CN(c2ccc(C)cc2)S(=O)(=O)c2c(C)nn(C)c2C)c1	u	x
Cc1ccc(C(=O)NCC(=O)OCC(=O)c2ccccc2)s1	u	x
Cc1ccc(-c2nnn(CC(=O)N(CCCO)C(C(=O)NC3CCCC3)c3ccc(F)cc3)n2)o1 (stereo unspecified)	u	x
Cc1cc(C)nc(/N=C(\N)Nc2cc([N+](=O)[O-])ccc2C)n1	-1%	x
COC(=O)c1c(NC(=S)NC(=O)c2ccco2)sc2c1CCCC2	17%	-2

More structures
SMILES	Lipid storage S3	Lipid storage S3 cell count max
O=C(CNc1ccc(Br)cc1)c1ccccc1	1%	-10
CCOc1ccc(NC(=O)C2CC(=O)N(c3cc(C)cc(C)c3)C2)cc1 (stereo unspecified)	i	x
CC(C)OCCCNCC(O)c1ccccc1 (stereo unspecified)	u	x
Cc1[nH]nc2c1C(c1ccc(N(C)C)cc1)C1=C(CC(C)(C)CC1=O)N2 (stereo unspecified)	u	x
COc1cc2[nH]c3c(=O)n(CCN4CCOCC4)cnc3c2cc1OC	4%	13
COc1ccc(/C=C/C(=O)NC(=S)N2CCCC(C(N)=O)C2)cc1 (stereo unspecified)	u	x
O=C(CSc1nnc(CNC(=O)c2ccc(F)cc2)o1)Nc1nccs1	u	x
c1ccc(Nc2nn[nH]n2)cc1	u	x
O=C(Nc1ccc(Cl)cc1)c1cccc(S(=O)(=O)Nc2ccccn2)c1	u	x
Cc1ccc(C)c(NC(=O)CCC(=O)NNS(=O)(=O)c2ccc(Cl)cc2)c1	u	x
CC(C)COc1cccc(C(=O)Nc2ccc(N3CCOCC3)cc2N2CCOCC2)c1	u	x
Nc1nc(-c2ccc(Cl)cc2)nn1C(=O)c1cccs1	u	x
CN1CCN(C(=O)CCc2ccc(S(=O)(=O)NC3CCCCC3)cc2)CC1	2%	12
CCN(CC)S(=O)(=O)c1ccc(NC(=O)c2cc(-c3cccs3)nc3ccccc23)cc1	29%	x
O=C(CCCCCNC(=O)c1ccccc1)N/N=C/c1ccccc1O	9.2µM*	-19*
Cc1c(Cl)cccc1N/C(SCC(=O)N1CCCCCC1)=C(/C#N)c1nc2ccccc2s1	1%	2
Cc1cc(C)c(S(=O)(=O)Nc2nnc(C(C)C)s2)c(C)c1	u	x
COc1cnc(-c2ccccn2)nc1NC(C)C	u	x
Cc1nc(C)c(CCNC(=O)c2ccccc2)s1	5%	-9
